RT RNaseH block: blocks HIV-1 RNase H cleavage of RNA/DNA duplex. P04585. RT-RNase H RNA/DNA duplex cleavage, fluorescence. actives 1.9% (n = 65,000). inhibition, % at 10 µM; in the data active = inhibition above about 50%
RmlC RmlD mix: RmlC/RmlD inhibition, mixture screen; RmlC/RmlD coupled enzyme inhibition, 384-well mixture HTS; inhibition, % at 5.5 µM; actives 0.39% (n = 110,000); AID 1532; in the data active = inhibition above about 30%, passing the limit was not always enough; inconclusive = no clear call, values can overlap the other calls; note: strong numbers were not always called active
An asterisk follows results filed as active; ? = inconclusive; · = not tested or not shown. This is a subset (hit frequency here may not be typical).

No.	mol	RT RNaseH block	RmlC RmlD mix
1	CCOC(=O)c1ccc(NC(=O)C2(c3ccc(OC)cc3)CCCC2)cc1	·	-14
2	CCC(Oc1ccccc1)C(=O)N1CCN(CC)CC1 (centres undefined)	·	2
3	CC(C)Cn1c(-c2ccc(Cl)cc2)cnc1SCC(=O)N1CCOCC1	-6	5
4	Cc1ccc(OCC(=O)Nc2ccc(O)c(-c3nc4ccccc4o3)c2)cc1	70*	·
5	CCCc1[nH]nc2c1C(c1cccnc1)C(C#N)=C(N)O2 (centres undefined)	-7	10
6	CC(C)CC1NC(=O)N(CC(=O)N2CCN(S(=O)(=O)c3ccccc3)CC2)C1=O (centres undefined)	·	-11
7	CCCNC(=O)Nc1ccc2c(c1)nc(C)n2C	·	9
8	CC(=O)Nc1nc(=O)c2ccccc2s1	-9	12
9	CCCCCCCC(=O)NC(Oc1ccccc1[N+](=O)[O-])C(Cl)(Cl)Cl (centres undefined)	·	14
10	CCCn1c(SCc2nc(-c3cccs3)no2)nnc1-c1ccncc1	-1	10

Gathered by group, those above with a halogen
No.	mol	RT RNaseH block	RmlC RmlD mix
3	CC(C)Cn1c(-c2ccc(Cl)cc2)cnc1SCC(=O)N1CCOCC1	-6	5
9	CCCCCCCC(=O)NC(Oc1ccccc1[N+](=O)[O-])C(Cl)(Cl)Cl (centres undefined)	·	14

Additional structures:
No.	mol	RT RNaseH block	RmlC RmlD mix
11	COC(=O)c1ccccc1NC(=O)C1CCN(S(=O)(=O)c2cc(C)ccc2OC)CC1	-7	-5
12	CCOC(=O)CN1C(=O)N[C@@H](CCc2ccccc2)[C@H](C(C)=O)[C@H]1C	·	7
13	CC(O)[C@H]1CN=C(N)N1CCCCC1CCCCC1 (some centres undefined)	·	7
14	COCCn1c(=S)[nH]c2cc(C(=O)NC(C)C)ccc2c1=O	·	7
15	O=C(O)CCC(=O)Nc1ccc(N2CCCCCC2)cc1	1	·
16	COCCn1c(SCC(=O)Nc2nnc(C)s2)nnc1-c1cc2ccccc2cc1O	-1	5
17	Cn1c(=O)[nH]c(=O)c2c1nc(CN1CCOCC1)n2CCCc1ccccc1	-15	-4
18	CCc1nnc(NC(=O)CSc2nc3cc4c(cc3cc2CC)OCCO4)s1	·	-17
19	COC(=O)Nc1ncc(CN2CCc3ccccc3C2)s1	-11	-15
20	O=C(COc1ncnc2sccc12)N1CCc2ccccc2C1	-3	-10
21	CCOC(=O)C(NC(=O)Nc1ccc(F)cc1)(OCC)C(F)(F)F (centres undefined)	-11	-40
22	CCCOC(=O)C1C2C=CC3(CN(c4cccc(Cl)c4)C(=O)C13)O2 (centres undefined)	-5	3
23	CCOC(=O)c1c(N)nn(C(=O)CC)c1-c1ccccc1	10	-39
24	O=C(NCC(=O)N(Cc1cccs1)C(C(=O)NC1CCCCC1)c1cccnc1)c1ccco1 (centres undefined)	·	7
25	C=C(C)CSc1nc2ncc(Cl)cc2[nH]1	·	4
26	Cc1cc2cc(C)c3nnc(SCC(=O)N4CCN(C(=O)c5ccco5)CC4)n3c2cc1C	·	10
27	Cc1ccc(N=C2CCCCCN2C)c(C#N)c1	·	-3
28	O=C(Nc1cccnc1Cl)C1c2ccccc2Oc2ccccc21	·	-3
29	C=C(Cl)COC(=O)[C@H]1C2C=CC(C2)C1C(=O)O (some centres undefined)	-5	-14
30	Cc1nn(C)c(C)c1N=Cc1c(O)ccc2ccccc12	-31	-1
31	CCOC(=O)N1CCC(N2Cc3cccc(C(=O)Nc4ccc(CC)cc4)c3C2=O)CC1	·	-10
32	O=C1C2C3C=CC(C3)C2C(=O)N1c1ccc(Cc2ccncc2)cc1 (centres undefined)	·	-15
33	S=C(Nc1ccccc1)Nc1cc(Cl)ccc1Oc1ccccc1	·	-37
34	NC(=O)CC(NC(=O)c1ccccc1)c1ccc(NCCc2ccc(F)cc2)c([N+](=O)[O-])c1 (centres undefined)	·	9
35	O=C(Cc1ccccc1)N1CCCC(c2nc(-c3cccs3)no2)C1 (centres undefined)	-20	-10
36	CCc1nn(CC(=O)NCCCN(CC)Cc2ccccc2)c(=O)c2cc3sccc3n12	-8	?
37	O=C1c2ccccc2NC(c2cccc(F)c2)N1Cc1ccco1 (centres undefined)	-4	-4
38	CC/C(=N/Nc1ccccc1Cl)c1cnnc(-c2ccccc2)n1	·	34
39	CCn1c2ccccc2c2nnc(SCC(=O)NC(CC(C)C)C(=O)OC)nc21 (centres undefined)	5	-4
40	COc1ccc(NC(=S)NCCSc2ccc(Cl)cc2)c(OC)c1	·	-6
41	C/C(=N\NC(=O)CC1N=C(Cc2ccccc2)NNC1=O)c1ccc(Cl)cc1Cl (centres undefined)	·	-11
42	Cc1nc2nc(-c3ccco3)[nH]n2c(=O)c1C	·	6
43	CCn1cc(C(=O)N2CCCCC2)c(=O)c2cc(S(=O)(=O)N3CCC(C)CC3)ccc21	3	4
44	CC(C)(C)NS(=O)(=O)c1ccc(Oc2ncc(C(F)(F)F)cc2Cl)cc1	·	14
45	Cc1cc(-c2ccccc2)nc(N(C)NC(=O)c2c(F)cccc2F)c1S(C)(=O)=O	·	-10
46	O=S(=O)(c1ccc(Br)s1)N1CCCCC1	-53	2
47	O=C1N/C(=N/N=C/c2ccccc2)SC1(c1ccccc1)c1ccccc1	·	-6
48	O=C1CCc2cc(S(=O)(=O)NC(C(=O)NCc3cccnc3)c3ccccc3)ccc2N1 (centres undefined)	-7	-149
49	COC(=O)c1ccc(Cn2nc(C)c(Br)c2C)cc1	-5	5
50	Nc1nc(=S)[nH]c2c1C1(CCCC1)Cc1ccccc1-2	·	10

Part of the list above, screen by screen.
45) Cc1cc(-c2ccccc2)nc(N(C)NC(=O)c2c(F)cccc2F)c1S(C)(=O)=O
46) O=S(=O)(c1ccc(Br)s1)N1CCCCC1
47) O=C1N/C(=N/N=C/c2ccccc2)SC1(c1ccccc1)c1ccccc1
48) O=C1CCc2cc(S(=O)(=O)NC(C(=O)NCc3cccnc3)c3ccccc3)ccc2N1 (centres undefined)
49) COC(=O)c1ccc(Cn2nc(C)c(Br)c2C)cc1
50) Nc1nc(=S)[nH]c2c1C1(CCCC1)Cc1ccccc1-2

screen / no. | 45 | 46 | 47 | 48 | 49 | 50
RT RNaseH block | · | -53 | · | -7 | -5 | ·
RmlC RmlD mix | -10 | 2 | -6 | -149 | 5 | 10

Screen by screen, as entered above.
Nos. 45–50 in RmlC RmlD mix read -10, 2, -6, -149, 5, 10

The list goes on:
No.	mol	RT RNaseH block	RmlC RmlD mix
51	O=C(NCc1ccco1)c1cccc(S(=O)(=O)N2CCOCC2)c1	-15	0
52	CCC(Sc1nc(-c2ccccc2)c(C#N)c(=O)[nH]1)C(=O)Nc1nnc(C)s1 (centres undefined)	·	6
53	CCOC(=O)c1noc(C)c1C(=O)Nc1cccc(F)c1	·	6
54	Cc1nc(CNS(=O)(=O)c2ccccc2F)cs1	-18	-9
55	COC(=O)c1cc(Br)c(=O)n(-c2cccc(F)c2)c1	·	5
56	COc1ccc(NC(=O)CCc2c(C)nc3nc(C)nn3c2C)cc1	·	-7
57	Cc1ccc2c(c1)[C@@H]1CN(C)CC[C@@H]1N2S(=O)(=O)c1ccc(F)cc1	2	7
58	O=c1ccn(-c2cccc(C(F)(F)F)c2)nc1-c1ccn(-c2cccc(Cl)c2)n1	·	5
59	CCOC(=O)N1CCN(c2c(NCCCN3CCCC(C)C3)c(=O)c2=O)CC1 (centres undefined)	·	-3
60	COc1ccc(C(=O)CSc2nnc(-c3cccnc3)n2Cc2ccco2)cc1	3	47
61	COc1ccc(OC)c(NC(=O)C(CC(=O)O)Cc2ccc(Cl)cc2)c1 (centres undefined)	·	7
62	CCC1=C(OC(=O)N(CC)CC)N2C(=O)OC(=NCC3CC3)[C@]2(C)[C@H]2C1=CC[C@H]1C(=O)N(CC(=O)OC)C(=O)[C@H]12	·	-14
63	COc1ccc(C(=O)c2oc3nc(C)cc(C)c3c2N)cc1	3	2
64	Cc1ccc(S(=O)(=O)Nc2ccccc2CNc2c(C)n(C)n(-c3ccccc3)c2=O)cc1	-3	-16
65	O=C(C1=C[C@@H](C2CC2)C[C@@H](OCc2ccc(CO)cc2)O1)N1CCOCC1	·	-8
66	Cc1ccc(N(CC(=O)NCc2ccco2)S(=O)(=O)c2ccccc2)cc1	19	15
67	O=C(N1CCCC1)C12CC3CC(CC(C3)C1)C2	·	10
68	CCn1ncc(CNC(=O)CCCSc2nc(-c3ccco3)cc(C(F)(F)F)n2)c1C	·	8
69	COc1cccc(CNn2cnnc2)c1OCc1ccccc1F	-4	-7
70	CCCCNc1nc(-c2ccccc2)nc(-n2ccnc2)n1	·	-28
71	Cc1ccc(S(=O)(=O)NC2CCOC(C)(C)C2)cc1 (centres undefined)	-6	9
72	CCN(CC)C(=O)CSc1nc2ncc(Br)cc2[nH]1	3	-14
73	Cc1c(NC(=O)C(C)OC(=O)C(NC(=O)c2ccco2)C(C)C)c(=O)n(-c2ccccc2)n1C (centres undefined)	-5	-18
74	CCOc1ccc(N2CC(C(=O)OC)CC2=O)cc1 (centres undefined)	-3	-4
75	COC(=O)Cc1c(C)nc2nc[nH]n2c1=O	-6	3
76	O=C(NCc1ccc2c(c1)OCO2)c1nnc(Cc2ccc(F)cc2)o1	-6	·
77	CCn1c(-c2ccc(-c3ccccc3)cc2)c[nH]c1=S	·	-34
78	CCOC(=O)/C(C#N)=C\c1ccc(OCC(=O)Nc2ccc(C)cc2C)c(OC)c1	·	10
79	Cc1cc(NC(=O)Nc2cccs2)no1	-18	-1
80	CCOc1ccc(C(=O)OCc2nnc(-c3cccs3)o2)cc1OC	-24	-8

Copied from the listing, two compounds:
No.	mol	RT RNaseH block	RmlC RmlD mix
79	Cc1cc(NC(=O)Nc2cccs2)no1	-18	-1
80	CCOc1ccc(C(=O)OCc2nnc(-c3cccs3)o2)cc1OC	-24	-8

(further entries)
No.	mol	RT RNaseH block	RmlC RmlD mix
81	Cn1cc(-c2nnnn2-c2ccc(Cl)cc2)c(C(F)(F)F)n1	·	-9
82	Cc1cc(C)n(CNc2nc(C(F)(F)F)cs2)n1	5	5
83	CCOC(=O)CN1C(=O)N[C@@H](c2ccc(Br)cc2)C(C(C)=O)=C1C	·	-2
84	COc1ccc(NCCC#N)cc1	·	-52
85	COc1ccc(C2C=C(c3ccccc3)Nc3nnnn32)cc1 (centres undefined)	-2	12
86	CCN(CC)CCCCCOc1ccccc1OC	-4	-9
87	CC(C)(C)NC(=O)C(c1ccncc1)N(Cc1cccs1)C(=O)Cn1nnc(-c2cccs2)n1 (centres undefined)	-4	7
88	CCOC(=O)C(C)(CC)NC(=O)CSP(=S)(OCC)OCC (centres undefined)	·	7
89	COc1ccc(NC(=O)Nc2cccc3cccnc23)cc1	-24	7
90	Cc1cc(NC(=O)CCC(=O)N(CC(=O)NCC2CCCO2)Cc2ccc(F)cc2)no1 (centres undefined)	·	7
91	CCOC(=O)N1CCN(C(=O)c2cnc(Nc3ccccc3OC)c3ccccc23)CC1	10	1
92	Cc1nn(C)c(C)c1CNC(=O)c1cnn2c1NC(c1ccccc1)CC2C(F)(F)F (centres undefined)	-3	-76
93	CS(=O)(=O)N(CC(=O)N1CCCCCC1)c1ccc(Br)cc1	-11	-33
94	CCOC(=O)c1c(C)n(C)c2ccc(OC)c(NC(=O)CN3CCSCC3)c12	5	3
95	COc1ccc(N(C(=O)c2ccco2)C(C(=O)NC2CCCCC2)c2cccs2)cc1OC (centres undefined)	·	7
96	O=C(OCC(=O)N1CCc2ccccc21)c1ccc[n+]([O-])c1	-13	2
97	CCCCNC(=O)C1c2ccccc2C(=O)N(c2ccc(OC)cc2)C1c1ccc(OC)cc1 (centres undefined)	·	-5
98	O=C1NC(=O)N(c2ccccc2)C(=O)/C1=C/c1ccc(Sc2ccccc2)o1	·	17
99	C=CCNC(=O)C(=O)c1cccn1-c1ccsc1C(=O)OC	·	-8
100	CC1(C)Cc2c(c(-c3ccccc3)nc(N3CCOCC3)c2C(N)=O)CO1	·	6
101	COc1ccc(OC)c(C(=O)COC(=O)CNC(=O)C2CCCCC2)c1	7	-10
102	CC(C)(C)S(=O)(=O)c1cnc2c(-c3ccc(F)cc3)cnn2c1N	·	-10
103	Cc1ccc(OCC(=O)Nn2cnnc2)c(Br)c1	·	-11
104	CCOC(=O)C1CCCN(C(=O)c2sc3nc(C)nc(N4CCOCC4)c3c2C)C1 (centres undefined)	-7	-4
105	COc1ccc(-n2c3c(cc(C(=O)N4CCN(CCO)CC4)c2=O)C(=O)CC(C)(C)C3)cc1	-3	-14
106	COc1ccc(CC(=O)OCC(=O)NC(=O)NC2CCCCC2)cc1	-13	6
107	CN1CCN(C2=C(Cl)C(=O)C(c3cnc(N4CCCCC4)s3)=C(Cl)C2=O)CC1	·	12
108	Cc1c2cnn(CC(=O)N3CCN(c4ncccn4)CC3)c(=O)c2c(C)n1Cc1ccc(F)cc1	-7	·
109	COC(=O)c1ccn(C(=O)c2ccc(Cl)cc2)n1	-8	·
110	COc1cc(NC(=O)C(C)Oc2ccccc2)cc(OC)c1 (centres undefined)	-12	9
111	O=C(Nc1ccccc1)NC1CC2CCC(C1)N2 (centres undefined)	-3	6
112	CCc1nnc(NC(=O)CSc2ccc(-c3nc4ccccc4[nH]3)cn2)s1	·	-1
113	NS(=O)(=O)c1ccc(CCNC(=O)c2ccc(S(=O)(=O)N3CCCCC3)cc2)cc1	·	-2
114	COc1ccc(NC(=O)c2ccco2)cc1NC(=O)c1ccco1	-30	-2
115	CC(C)=CCC/C(C)=C/COc1ccc2ccc(=O)oc2c1	·	-8
116	CC(C(=O)NC1CCCCCC1)N(c1ccccc1)S(C)(=O)=O (centres undefined)	-4	-17
117	O=C(NCc1ccccc1)C1=C[C@H](C2CCCCC2)C[C@H](OCCCCO)O1	·	-8

Assay outcomes deposited in PubChem BioAssay by several laboratories.
